DYRK1A inh = inhibitors of rat Dyrk1A kinase | ADP-Glo luminescence, NFATc1 peptide | inhibition, % at 12.5 µM | actives 0.43% (n = 310,000); in the data active means inhibition above about 50%;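 further: plate controls were vehicle with enzyme for no effect and no enzyme for full effect; many of its hits are not listed in these tables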
HSP90 inh = inhibitors of HSP90 luciferase refolding in rabbit reticulocyte lysate; luciferase refolding luminescence, 3 h; inhibition, % at 5.6 µM; actives 0.91% (n = 290,000);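 active means inhibition above the screen-wide mean plus 3 SD, computed separately per campaign, cut at about 16% in these data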;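 further: 0% = DMSO wells and 100% = 60 µM geldanamycin wells; inhibitors lower the luminescence because luciferase stays unfolded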
AI-2 QS mod = modulates the Vibrio harveyi AI-2 quorum sensing system; Vibrio harveyi JMH597 AI-2 luminescence/OD600 ratio, 9 h; active compounds read low; strain lacks LuxN and CqsS sensors; 0 = neutral-control median; activity change, % at 7.5 µM; actives 0.4% (n = 300,000); AID 2094; in the data active means activity change below about -75%, passing the limit was not always enough; inconclusive means no clear call, values can overlap the other calls;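 further: luminescence divided by OD600 gain over 9 h not by final OD600 alone; inactives centre near 13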
GSK3B inh = inhibitors of human GSK3beta kinase; activity score (negative = inhibition), % at 10 µM; AID 2097; P49841; actives 0.038% (n = 300,000); GST-GSK3beta kinase, ADP-Glo luminescence, 60 min; active compounds read low;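 active means more than half of replicate wells score below -50%, meaning over 50% inhibition versus plate controls; inconclusive means some replicates but at most half score below -50%; inactive means no replicate scores below -50%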;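 further: 0% = median DMSO wells and -100% = median GW8510 positive control wells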
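Test system: GST-fused GSK3beta enzyme, cell-free | Quantity: 1.6 ng GST-GSK3beta enzyme per well | Reagent: 25 µM ATP with peptide substrate | Schedule: 60 min enzyme reaction, room temperature | Signal: Luminescent ADP-Glo measurement of ADP formed | Read-out basis: Score relative to plate controls | Control set: DMSO and 20 µM GW8510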
HDAC3 inh = inhibitors of human histone deacetylase 3; inhibition, % at 8.3 µM; actives 0.15% (n = 320,000); recombinant HDAC3, fluorogenic peptide/trypsin coupled, fluorescence; O15379; in the data active means inhibition above about 26%, passing the limit was not always enough; inconclusive means no clear call, values can overlap the other calls
Target sequence (O15379 whole entry, looked up): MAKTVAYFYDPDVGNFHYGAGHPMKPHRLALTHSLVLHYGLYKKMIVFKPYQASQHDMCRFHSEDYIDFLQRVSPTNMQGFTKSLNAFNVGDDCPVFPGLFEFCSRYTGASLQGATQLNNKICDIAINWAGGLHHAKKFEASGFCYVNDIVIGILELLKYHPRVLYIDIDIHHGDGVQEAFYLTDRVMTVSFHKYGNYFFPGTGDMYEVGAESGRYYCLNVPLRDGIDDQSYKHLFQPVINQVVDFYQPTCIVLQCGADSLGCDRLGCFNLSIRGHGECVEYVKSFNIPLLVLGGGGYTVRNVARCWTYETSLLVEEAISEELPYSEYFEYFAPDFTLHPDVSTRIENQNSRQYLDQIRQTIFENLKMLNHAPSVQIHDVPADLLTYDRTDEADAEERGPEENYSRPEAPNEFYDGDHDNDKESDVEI
GSK3 alpha inh = inhibitors of human GSK-3 alpha kinase; ADP-Glo luminescence, 60 min; inhibition, % at 10 µM; actives 0.1% (n = 320,000); AID 2650;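 in the data active means inhibition above about 50%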;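 further: GST-tagged GSK-3 alpha with peptide substrate and 25 µM ATP; 0% = DMSO neutral wells and 100% = GW8510 positive control wells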
Target sequence (P49840 whole entry, looked up): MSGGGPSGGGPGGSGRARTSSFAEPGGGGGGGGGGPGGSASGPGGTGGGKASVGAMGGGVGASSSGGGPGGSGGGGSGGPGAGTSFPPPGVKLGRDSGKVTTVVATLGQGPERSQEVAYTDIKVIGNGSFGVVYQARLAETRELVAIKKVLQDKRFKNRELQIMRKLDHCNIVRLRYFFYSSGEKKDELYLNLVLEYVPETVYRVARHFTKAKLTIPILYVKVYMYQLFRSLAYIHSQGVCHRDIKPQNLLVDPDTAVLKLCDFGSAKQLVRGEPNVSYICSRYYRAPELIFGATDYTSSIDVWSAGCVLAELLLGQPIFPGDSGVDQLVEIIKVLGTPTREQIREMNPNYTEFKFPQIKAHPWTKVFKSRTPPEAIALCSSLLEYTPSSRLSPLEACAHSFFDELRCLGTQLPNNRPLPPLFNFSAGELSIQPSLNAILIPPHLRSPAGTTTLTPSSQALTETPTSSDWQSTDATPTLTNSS
HSF-1 act = increases HSF-1 driven luciferase reporter signal | NIH3T3-HGL HSF-1 luciferase reporter, MG132, 8 h; 100% = twice DMSO control signal | actives 1.7% (n = 300,000) | activation, % at 9 µM | AID 504408;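 active means mean replicate activation of at least 50% with a set share of replicates each reaching 50%; inconclusive means only one of those two conditions met; inactive means mean below 50% and too few replicates reaching it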;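 further: 0% = median of the neutral control wells and 100% = twice that signal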
Platelet DG rel = platelet dense granule release activity | human platelet-rich plasma, SFLLRN dense granule ATP release, luminescence | inhibition, %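 (compounds screened at 7.5 µM in platelet-rich plasma)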 | actives 0.22% (n = 300,000) | AID 1663;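 active means mean replicate score, as percent of positive control, at or above 50; inconclusive means mean below 50 but at least one replicate at or above 50; inactive means mean and every replicate below 50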
HSF1 inh = HSF1 inhibition; NIH3T3-HGL HSE-luciferase, MG132-induced, luminescence 8 h; active compounds read low; activity change, negative = inhibition, % at 7.5 µM (by protocol); actives 0.77% (n = 300,000);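 active means more than half of replicate wells show activity change below -50%, luminescence cut by over half; inconclusive means some wells, but at most half, below -50%; inactive means no replicate well below -50%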;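 further: luciferase reports HSF-1 transcriptional activity via heat shock element; 0% = median of DMSO wells and -100% = zero luminescence signal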
PolyA inhibitor = inhibitors of polyadenylation in S. cerevisiae; S. cerevisiae SKY197-pL101 polyadenylation reporter, beta-gal luminescence; efflux-impaired pdr1/pdr3 knockout yeast; score 100 = 6 SD above DMSO; calls only at 12 µM; actives 0.02% (n = 300,000); AID 1875;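 active means lowest replicate activity score at least 50, where 100 means six control SD above control mean; inconclusive means lowest score under 50 but half or more replicates reach 50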;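 further: yeast exposed to compound for 9 h at 30 °C; higher score means more reporter readthrough which indicates perturbed polyadenylation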
Numbers without * were called inactive; i = inactive; ? = inconclusive; nt = no result given; & = joins results of further samples. These rows are one share of the data; the hit share may differ from the screen's.

entry | smiles | DYRK1A inh | HSP90 inh | AI-2 QS mod | GSK3B inh | HDAC3 inh | GSK3 alpha inh | HSF-1 act | Platelet DG rel | HSF1 inh | PolyA inhibitor
1 | CNC(=S)N(CCCO)Cc1cc2cc3c(cc2[nH]c1=O)OCO3 | 0 | -2 | 14 | -1 | -6 | 0 | -4 | 5 | -11 | i
2 | COc1ccc(N(C(=O)c2cccc([N+](=O)[O-])c2)S(=O)(=O)c2cccs2)cc1 | 1 | 0 | -7 | 1 | -1 | 0 | 24 | -7 | 7 | i
3 | CCN(CC)CCCNC(=S)N(Cc1cccnc1)Cc1cc2cccc(C)c2[nH]c1=O | 0 | -1 | 11 | -2 | ? | -2 | -24 | -5 | 3 | i
4 | O=C(NCCCN1CCOCC1)c1ccc2c(c1)N(Cc1ccccc1)C(=O)c1ccccc1S2 | -4 | -1 | -2 | 7 | 1 | -7 | -8 | -27 | -2 | i
5 | CCOC(=O)C1CCCN(C(=O)c2cc(Cl)ccc2Cl)C1 (stereo not given) | -3 | -1 | 7 | 6 | 0 | -2 | 9 | 9 | 5 | i
6 | CCC(C)c1ccc(S(=O)(=O)N2CCN(C(=O)COc3ccc4c(C)cc(=O)oc4c3)CC2)cc1 (stereo not given) | 6 | 1 | 19 | 2 | -4 | 1 | -8 | -16 | -5 | i
7 | COC(=O)C1=C(C)N=C2SCCC(=O)N2C1c1ccc(OC(=O)c2ccco2)cc1 (stereo not given) | -7 | -2 | 19 | -3 | nt | nt | 31 | ? | 16 | i
8 | COc1cc(/C=N/NC(=O)Cc2c[nH]c3ccccc23)cc(OC)c1OC | -5 | -1 | 11 | 0 | 3 | 4 | -1 | 1 | -1 | i
9 | CC(C)(C)NS(=O)(=O)c1ccc(NS(C)(=O)=O)cc1 | 3 | 2 | 26 | -1 | 2 | -5 | -6 | 0 | -1 | i
10 | CC(=O)Nc1ccc(S(=O)(=O)NCCC(=O)OCc2csc(CC(=O)Nc3ccccc3C)n2)cc1 | 2 | nt | 4 | 3 | nt | -2 | 11 | 11 | 7 | i
11 | CN(C)c1ccc(NC(=O)Nc2cccc3ccccc23)cc1 | 6 | 8 | 7 | -1 | 0 | 2 | 26 | 7 | 16 | i
12 | COc1cc(OC)c(CN2CCCN(C)CC2)cc1Br | 8 | 0 | 4 | 0 | -1 | 4 | 2 | 7 | -6 | i
13 | C=CCOc1ccc(C2N3CC4(CC)CN2CC(CC)(C3)C4=O)cc1 (stereo not given) | 9 | 1 | -7 | 4 | 3 | 0 | 4 | 4 | -6 | i
14 | CC(=O)c1ccc(NC(=O)COC(=O)c2ccccc2Sc2ccccc2C#N)cc1 | 6 | -3 | 8 | 2 | -2 | -1 | -17 | 7 | -2 | i
15 | Cc1cccnc1N(C(=O)Nc1cccc(Cl)c1)C1=NCC(C)(C)S1 | -2 | 3 | 0 | 2 | 6 | 9 | -8 | 0 | 6 | i
16 | CC1CCc2c(sc(NC(=O)C(=O)NCc3ccco3)c2C#N)C1 (stereo not given) | nt | -1 | 15 | 0 | -2 | 9 | 9 | 0 | 0 | i
17 | CCOC(=O)CSc1nc2ccccc2c(=O)n1CC1CCC(C(=O)NCc2ccco2)CC1 (stereo not given) | -2 | -2 | -9 | 0 | -4 | 4 | 36 | 7 | 2 | i
18 | Cc1ccc2cc(CN(Cc3nnnn3C3CCCCC3)CC3CCCO3)c(=O)[nH]c2c1 (stereo not given) | -2 | 0 | 14 | 1 | 1 | -1 | 10 | -6 | 5 | i
19 | CC(=O)NCCc1nc2cc(NC(=O)c3ccc(Cl)cc3)ccc2n1C | 4 | -2 | 6 | 2 | -4 | -1 | 17 | 1 | 7 | i
20 | COc1ccccc1NC(=O)COC(=O)CCn1c(C)csc1=O | 2 | nt | 17 | 0 | nt | 0 | 11 | 7 | 1 | i
21 | CCOc1ccc(NC(=O)N(CCCN2CCOCC2)Cc2cccnc2)cc1 | 15 | 3 | 20 | 3 | 3 | -1 | 0 | 12 | 1 | i
22 | Cc1nn(C)c(=O)n1-c1ccc(Oc2ccccc2)cc1 | 3 | 0 | 39 | 2 | -6 | 0 | 1 | -1 | -9 | i
23 | O=S(=O)(c1ccc(F)c(F)c1)N1CCCc2ccccc21 | -2 | 6 | 3 | 1 | 15 | 0 | 11 | 0 | -4 | i
24 | O=C(/C=C/c1ccccc1)NCc1cccnc1 | 4 | 3 | -23 | -1 | -1 | 2 | 14 | 0 | 12 | i
25 | Cc1ccc(/C=C/C(=O)Nc2cccnc2)o1 | 1 | -6 | 0 | 1 | 0 | 3 | -1 | 6 | 0 | i
26 | COc1ccc(NC(=O)c2ccccc2[N+](=O)[O-])cc1 | nt | -4 | 17 | -3 | 6 | 2 | 1 | 9 | 1 | i
27 | CCOC(=O)CCc1c(C)c2ccc(OC(C)C(=O)OCC)c(C)c2oc1=O (stereo not given) | -3 | -3 | -2 | 1 | -16 | nt | -3 | 2 | 3 | i
28 | CCCCN(C)C(=O)c1nc2ccccn2c1CN(C)Cc1csc(C)n1 | -25 | -4 | 12 | 3 | 9 | -1 | 1 | 1 | 2 | i
29 | CC(=O)c1ccc(OCc2cc(C(=O)N(C)C3CCOC3)no2)cc1 (stereo not given) | 1 | -3 | 14 | -7 | 3 | 2 | -7 | -8 | -7 | i
30 | CCN(CC(=O)N1CCN(c2ccccc2)CC1)S(=O)(=O)c1ccc(C)cc1 | -3 | -4 | 1 | 3 | -1 | 0 | -4 | -1 | -2 | i
31 | Cc1ccc(-n2c3c(cc(C(=O)NC4CCSC4=O)c2=O)C(=O)CC(C)(C)C3)cc1 (stereo not given) | -6 | -1 | 29 | 3 | -1 | -6 | -3 | 6 | -2 | i
32 | O=C(Nc1cccnc1)c1scc2c1OCCO2 | 52* | -5 | 19 | -15 | 7 | 35 | -11 | 10 | -3 | i
33 | Cn1c(SCc2ccccc2)nnc1-c1ccc2nonc2c1 | -14 | 0 | 13 | -1 | -2 | -3 | 44 | 3 | 3 | i
34 | COC(=O)c1ccc(Cn2nc(-c3ccc(C)cc3)ccc2=O)cc1 | -5 | -2 | 23 | 4 | -1 | 0 | 11 | 12 | -2 | i
35 | CCOCCCNCc1ccc(OCC(=O)N2CCOCC2)c(OC)c1 | -5 | 1 | -5 | -4 | 9 | nt | 3 | 1 | -12 | i
36 | Cc1onc(-c2ccccc2Cl)c1C(=O)N1CCN(C/C=C/c2ccccc2)CC1 | nt | -1 | 17 | -4 | 1 | -3 | 4 | 2 | 1 | i
37 | Cc1ccsc1C(=O)OCc1nc2ccsc2c(=O)[nH]1 | -1 | nt | -29 | -4 | -3 | 3 | 11 | 13 | 1 | i
38 | Cc1ccccc1NC(=O)C1c2cccc[n+]2CC(=O)N1c1c(C)cccc1C (stereo not given) | 3 | 2 | 34 | 1 | 19 | 0 | 8 | -3 | 2 | i
39 | O=C1CN(C(=O)CN2CCOCC2)C(c2ccccc2)c2cc(Br)ccc2N1 (stereo not given) | 3 | -1 | 21 | 0 | 1 | 1 | 7 | 12 | 3 | i
40 | NC(=O)c1ccc(NC(=O)CN2CCN(c3ccc(Cl)cc3)CC2)cc1 | 29 | 3 | 8 | 2 | 5 | -5 | -14 | -3 | 3 | i
41 | OCCn1c(-c2ccc3c(c2)OCO3)csc1=Nc1ccccc1 | 0 | -1 | 8 | 1 | 10 | -2 | 8 | -2 | -9 | i
42 | Clc1ccccc1OCCN1CCC(Cc2ccccc2)CC1 | -7 | 5 | 22 | 1 | -2 | -1 | -3 | 2 | -2 | i
43 | COc1ccc(N2CC(C(=O)Nc3ccc(S(=O)(=O)N4CCCCC4)cc3)CC2=O)cc1 (stereo not given) | -5 | 2 | 27 | 1 | -7 | 0 | -1 | 7 | -3 | i
44 | CCn1c(C)nc([N+](=O)[O-])c1C(=O)O | 4 | -5 | 14 | 4 | -4 | -1 | -10 | -4 | -5 | i
45 | CCc1ccc(C(O)(CNCc2ccccc2)c2ccccc2)cc1 (stereo not given) | -1 | 2 | 32 | 2 | 1 | 1 | 9 | -1 | 13 | i
46 | Cc1ccc(C(C)(C)C)c(OCCCCN2CCCC2)c1 | -2 | 5 | 14 | -1 | nt | nt | -3 | -20 | -3 | i
47 | CN(C)CCNC(=O)C(=O)NCC1OCCCN1S(=O)(=O)c1cccs1 (stereo not given) | -4 | 1 | -7 | -1 | 3 | -2 | -7 | -10 | -1 | i
48 | N#CC(c1ccc(Cl)cc1)c1cccc(Cl)n1 (stereo not given) | -2 | 1 | 11 | 1 | 2 | -1 | -5 | 5 | 1 | i
49 | CCCC1Cc2nc(N3CCCCC3)c(C#N)cc2CO1 (stereo not given) | -3 | 2 | 14 | 6 | -16 | 0 | 7 | 5 | -5 | i
50 | COc1ccc(NC(=O)CSc2nnc(-c3ccccn3)n2N)cc1Cl | -3 | -1 | 6 | 3 | -8 | -3 | 6 | -1 | -6 | i
51 | O=C(O)CC(=O)NC12CC3CC(CC(C3)C1)C2 | 2&-4 | 5&-3 | 11&0 | -4&-3 | 5&7 | -3&-4 | 0&-11 | -3&-3 | -4&-6 | i
52 | CCCCN1C(N)=NC[C@@H]1CCCCN | 7 | nt | 8 | 1 | -1 | 0 | -23 | -4 | -10 | i
53 | O=[N+]([O-])CC(c1ccc(F)cc1)c1c[nH]c2ccccc12 (stereo not given) | 3 | 5 | 10 | 1 | 13 | 0 | -14 | 3 | -7 | i
54 | O=C(NNC(=O)c1sccc1-n1cccc1)c1ccc(F)cc1 | 0 | -2 | -3 | 2 | -4 | -1 | 4 | 8 | 0 | i
55 | CCn1c(SCC(=O)NCc2cccs2)nnc1-c1cccs1 | -8 | 3 | 10 | 2 | -2 | -2 | 20 | -5 | 0 | i
56 | CC[C@H](CO)NCCN[C@H](CC)CO | 3 | 4 | 17 | 2 | 6 | -3 | -6 | -3 | 1 | i
57 | COCCn1c(SCc2ccccc2)nc2c1c(=O)[nH]c(=O)n2C | -3 | -3 | 41 | 1 | -4 | -2 | 20 | -2 | 9 | i
58 | CC1(C(=O)NNC(=S)NCc2ccco2)CC1(Cl)Cl (stereo not given) | -4 | 1 | 1 | 5 | -2 | -3 | 11 | -4 | 2 | i
59 | Cn1cc(/C=C2/SC(=O)N(CC(=O)Nc3ccc4c(c3)OCO4)C2=O)c2ccccc21 | -3 | 0 | 14 | -1 | 2 | -6 | 5 | 4 | 9 | i
60 | Brc1ccc(-c2nnc(-c3ccccc3Br)o2)cc1 | 4 | 0 | 24 | 1 | 5 | -2 | 44 | 0 | 18 | i
61 | CCOC(=O)c1c(-c2cccc(C)c2)csc1NC(=O)C1CC=CCC1C(=O)O (stereo not given) | 11 | 0 | 37 | -2 | 1 | -5 | -12 | -1 | 3 | i
62 | O=S(=O)(c1ccc(-n2cnnn2)cc1)N1CCC(N2CCCCC2)CC1 | nt | 5 | 18 | 1 | 5 | 2 | 6 | 1 | -7 | i

Compound activity deposited in PubChem BioAssay by several laboratories.
